Screening data from PubChem.
OXTR ag = human OXTR agonists, primary screen, fluorescence, CHO-OTR cells, Fluo-8 calcium. AID 2435, 2010. Fluo-8 calcium fluorescence; normalized: DMSO 0%, oxytocin 100%. activation, % at 3 µM. Oxytocin receptor (Homo sapiens), P30559. hit rate 0.32% among 320,000;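 active = activation above the mean of all tested compounds plus 3 SD, cutoff set per screening run, cut at about 20% in these data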;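 note: peak over basal fluorescence ratio from a 100 s FLIPR kinetic read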
TAAR1 antagonist = human TAAR1 antagonists, primary screen, Fluo-8 calcium fluorescence, CHO RD-HGA16 cells | Trace amine-associated receptor 1 (Homo sapiens), Q96RJ0 | antagonist | inhibition, % at 3 µM | hit rate 1.5% among 360,000 | AID 624466, 2012;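 active = inhibition above a per-plate cutoff, the mean inhibition of test compounds on that plate plus 3 SD, cut at about 49% in these data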;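 note: 0% = DMSO plus EC80 beta-PEA response and 100% = DMSO alone without agonist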
Target sequence (Q96RJ0 whole entry, looked up): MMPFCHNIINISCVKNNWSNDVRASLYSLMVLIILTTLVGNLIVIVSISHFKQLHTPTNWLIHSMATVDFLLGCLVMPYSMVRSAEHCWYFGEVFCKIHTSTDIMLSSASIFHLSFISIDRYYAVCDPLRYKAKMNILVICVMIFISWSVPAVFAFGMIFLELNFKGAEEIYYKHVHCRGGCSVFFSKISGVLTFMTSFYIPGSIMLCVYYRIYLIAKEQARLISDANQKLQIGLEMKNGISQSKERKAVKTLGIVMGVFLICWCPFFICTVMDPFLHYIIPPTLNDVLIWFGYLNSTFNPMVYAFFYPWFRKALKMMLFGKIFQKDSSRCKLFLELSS
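test system = CHO RD-HGA16 cells bearing hTAAR1 | replication = singlicate | controls = DMSO-only wells and EC80 β-PEA-stimulated wells | reagent = EC80 β-phenethylamine stimulus | read-out basis = percent inhibition of PEA-evoked calcium signal, max/basal emission ratio | schedule = seeding 17-24 h prior, 75-min 37 °C, 30-min RT dye loading | signal = kinetic Fluo-8 calcium fluorescence measurement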
M1 ag parental = counter-screen for M1 agonists: effect in parental CHO-K1 cells. Fluo-8 calcium fluorescence; scaled to maximal ATP response, vehicle zero. activation, % at 3 µM. hit rate 0.48% among 360,000. AID 602248, 2012; in the data active = activation above about 15%;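 note: untransfected CHO-K1 host cells lacking M1 receptor as counterscreen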
OXTR potentiator = human OXTR potentiators, primary screen, fluorescence, CHO-OTR cells, Fluo-8 calcium. Oxytocin receptor (Homo sapiens), P30559. activation, % at 3 µM. hit rate 0.061% among 320,000. Fluo-8 calcium fluorescence, potentiator mode; 0% = oxytocin EC15, 100% = EC100. AID 2445, 2010;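 active = activation above that plate's cutoff, the mean activation of tested compounds plus 3 SD, cut at about 6.6% in these data, passing the limit was not always enough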;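 note: 100% uses oxytocin at 75 nM as the full agonist control; some results filed as inactive read as strong as hits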
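Assay system: CHO-OTR cells, human receptor / Also added: oxytocin at about EC15, sub-maximal agonist stimulus / Dosing: single dose, 3.0 µM nominal final compound concentration / Incubation: 6 min pre-incubation, 100 s read / Technique: Fluo-8 calcium dye fluorescence / Read-out: % activation vs EC15 and EC100 oxytocin / Benchmarks: EC15 oxytocin low, 75 nM oxytocin high / Replicates: singlicate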
CHO-K1 Ca antag = M1 antagonist counterscreen hit in parental CHO-K1 cells; ATP-induced calcium, Fluo-8 fluorescence; inhibition, % at 3 µM; hit rate 0.6% among 360,000;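 active = inhibition above a per-plate cutoff, the plate's mean sample inhibition plus 3 SD, cut at about 24% in these data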;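 note: 0% = DMSO plus EC80 ATP and 100% = DMSO alone without ATP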
CHO parental Ca = ATP-evoked calcium signal inhibitors, parental CHO, primary screen, counter-screen for OX1R antagonist project, cell-based, fluorescence, Fluo-8 calcium dye | hit rate 0.63% among 330,000 | parental CHO-K1, ATP-induced calcium, Fluo-8 fluorescence | inhibition, % at 5.6 µM | AID 463079, 2010;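 active = inhibition above that plate's mean sample inhibition plus 3 SD, cut at about 26% in these data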;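 note: 0% = ATP-challenged DMSO wells and 100% = DMSO wells without ATP; some compounds past the cut are filed as inactive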
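Assay system: parental CHO cells; Read-out basis: percent inhibition of ATP-evoked calcium rise, normalized to controls; Benchmarks: ATP and no-ATP DMSO wells; Compound dosing: single nominal dose of 5.6 µM per compound; Signal: Fluo-8 calcium dye fluorescence; Also added: ATP as calcium-mobilizing challenge; Repeats: singlicate.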
GPR7 antagonist = GPR7 receptor antagonists, primary screen, cell-based, fluorescence, single concentration | GPR7-expressing cells, fluorescence antagonist assay | inhibition, % at 4.4 µM | hit rate 1.1% among 290,000 | AID 1861, 2009; in the data active = inhibition above about 16%, passing the limit was not always enough;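 note: cells stimulated with the agonist NPW; 0% = agonist with vehicle and 100% = vehicle without agonist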
Target sequence (P48145 whole entry, looked up): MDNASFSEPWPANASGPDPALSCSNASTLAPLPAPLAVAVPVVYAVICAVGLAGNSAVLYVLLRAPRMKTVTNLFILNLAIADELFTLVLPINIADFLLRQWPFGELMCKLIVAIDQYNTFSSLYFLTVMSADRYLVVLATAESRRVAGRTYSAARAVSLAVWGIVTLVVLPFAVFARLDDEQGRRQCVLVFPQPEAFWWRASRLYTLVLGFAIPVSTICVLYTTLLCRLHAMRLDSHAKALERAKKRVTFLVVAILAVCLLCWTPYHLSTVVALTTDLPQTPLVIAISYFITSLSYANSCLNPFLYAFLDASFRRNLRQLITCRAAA
V1aR counter = agonists of human V1a receptor, primary screen, counter-screen for OXTR agonist project, fluorescence, CHO-V1R cells; Vasopressin V1a receptor (Homo sapiens), P37288; Fluo-8 calcium fluorescence, agonist mode; 0% DMSO, 100% 3 nM vasopressin; activation, % at 3 µM; hit rate 0.25% among 320,000; AID 2797, 2010;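 active = activation above the mean activation of all tested compounds plus 3 SD, per screening run, cut at about 20% in these data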;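 note: signal is peak over basal fluorescence ratio across a 100 second FLIPR read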
Target sequence (P37288 whole entry, looked up): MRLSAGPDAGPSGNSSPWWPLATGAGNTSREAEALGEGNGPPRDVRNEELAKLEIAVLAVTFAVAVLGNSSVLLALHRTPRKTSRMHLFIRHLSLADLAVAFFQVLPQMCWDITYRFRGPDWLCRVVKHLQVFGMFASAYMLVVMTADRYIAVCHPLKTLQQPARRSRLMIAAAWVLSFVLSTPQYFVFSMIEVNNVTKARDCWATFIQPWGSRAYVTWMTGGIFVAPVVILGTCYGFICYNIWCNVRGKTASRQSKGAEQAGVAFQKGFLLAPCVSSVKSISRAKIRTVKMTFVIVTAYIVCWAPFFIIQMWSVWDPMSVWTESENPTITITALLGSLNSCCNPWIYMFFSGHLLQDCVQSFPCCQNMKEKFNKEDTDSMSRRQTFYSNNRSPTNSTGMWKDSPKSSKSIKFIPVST
M1 PAM parental = nonselective calcium activators in parental CHO-K1 cells, primary screen, counter-screen for M1 PAM project, cell-based, Fluo-8 calcium fluorescence, full deck, 1536-well; hit rate 0.02% among 360,000; AID 602247, 2012; activation, % at 3 µM; ATP EC20; 0% at ATP EC20, 100% at ATP max;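 active = activation above the run cutoff, the mean activation of all test compounds plus 3 SD, cut at about 40% in these data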;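 note: peak over basal fluorescence ratio in a 140 s read after ATP addition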
The depositor's hits bear a star; · = not tested or not shown.

SMILES	OXTR ag	TAAR1 antagonist	M1 ag parental	OXTR potentiator	CHO-K1 Ca antag	CHO parental Ca	GPR7 antagonist	V1aR counter	M1 PAM parental
CCOc1ccc(C2C3=C(CCCC3=O)Nc3ccc4ncccc4c32)cc1 (stereo not drawn)	-0.7	-27	0.7	0	-15	-23	10	-0.3	22
CCc1ccc(NC(=O)CSc2nnc(Cc3cccn3C)n2-c2ccc(F)cc2)cc1	-1.4	-31	-0.8	0	3	-22	-1	-1.0	12
COc1ccccc1CCC(=O)N1CCN(C(=O)c2ccccc2)CC1	-1.1	-4	-0.3	2	-5	-6	0	-1.0	0
Cc1nnc(Nc2ccccc2)n(N)c1=O	-0.1	-4	0.2	-3	0	-4	-13	0.4	-3
N#C/C(C(=O)NCc1ccco1)=C1/SC(Cc2ccc(Cl)cc2)C(=O)N1c1ccccc1 (stereo not drawn)	3.3	11	0.7	-11	5	-16	-4	2.3	2
CCn1ncc(C2=NOC(C(=O)Nc3ccc(C)cc3)C2)c1C (stereo not drawn)	3.5	-9	4.4	-25	-7	14	2	6.1	20
O=C(Nc1ccc(S(=O)(=O)N2CCOCC2)cc1)c1ccc(Cl)s1	3.9	15	4.5	-6	-10	-2	0	4.7	7
CCn1c(COc2ccccc2C)nnc1SCC(=O)N1CCCCC1	2.7	0	0.9	-6	-4	-18	-11	1.3	8
c1ccc2c(c1)nnn2Cn1nnc2ccccc21	·	-16	0.8	·	-6	·	·	·	5
COc1ccccc1OCCn1cc(/C=C(\C#N)C(=O)NCc2ccco2)c2ccccc21	0.6	47	0.2	-11	-7	-12	-6	2.1	7
Cn1c(=O)oc2cc(S(=O)(=O)N3CCN(c4ccccc4F)CC3)ccc21	2.1	-11	-0.2	-2	19	3	5	3.2	1
Cc1c(C2OC(=O)C3(CCCCC3)C(=O)C2(C)C)c(=O)n(-c2ccccc2)n1C (stereo not drawn)	-0.4	0	0.4	-1	-1	-3	16	0.1	15
CC(C)(C)C1CCC(=O)C(C2(O)C(=O)Nc3ccccc32)C1 (stereo not drawn)	0.2	-18	0.7	1	3	-5	-5	1.0	5
CCOC(=O)c1c(NC(=O)C(Sc2ccccc2)c2ccccc2)sc(C(=O)N(C)C)c1C (stereo not drawn)	0.9	3	0.8	-8	-10	-5	-14	3.1	15
NC(=O)C1CC(=O)N(c2ccc(OCc3c(Cl)cccc3Cl)cc2)C1 (stereo not drawn)	1.4	-4	1.3	-12	-6	1	0	2.6	17
CC1=CC(C)C2C(=O)N(CCC[N+](C)(C)C)C(=O)C2C1 (stereo not drawn)	-0.2	-9	0.0	2	1	-14	-4	1.2	-3
Cc1nc(SCC(=O)Nc2sccc2C(N)=O)c2c(C)c(C)sc2n1	·	27	5.2	·	-9	·	·	·	20
Cc1cccc2cc3c(N)c(C(=O)N4CCOCC4)sc3nc12	2.7	-14	0.5	-11	-6	-19	-8	3.7	14
Cn1c(CCN2CCN(c3ccccn3)CC2)nc2cc(NC(=O)COc3ccc([N+](=O)[O-])cc3)ccc21	0.6	5	1.6	-1	-11	-13	7	0.5	18
CC(C)NC(=O)N1CCN(c2ccncc2S(=O)(=O)N2CCOCC2)CC1	-0.9	-2	0.3	-17	-1	5	0	0.7	10
Cc1ccc(S(=O)(=O)NC(=O)C2(C)CCN2C(=O)c2ccccc2)cc1 (stereo not drawn)	·	-19	0.3	·	-2	·	·	·	9
CC1(c2ccccc2Br)NC(=O)N(CC(=O)N2CCc3ccccc3C2)C1=O (stereo not drawn)	4.5	-18	0.7	-4	-5	-7	·	2.0	-4
COc1ccc(C(=O)N2CCC(C(=O)Nc3ccc4c(c3)OCCO4)CC2)cc1	-0.7	-27	-0.4	5	-4	-12	-16	0.3	12
CC(C)(C)c1ccc(S(=O)(=O)CCc2ccccn2)cc1	1.1	11	3.0	-22	-13	-6	2	1.1	23
O=C(c1ccc2c(c1)[nH]c(=S)n1c3ccccc3nc21)N1CCN(c2ncccn2)CC1	-0.6	-4	1.1	1	-14	-12	0	0.9	23
CCS(=O)(=O)c1nc(S(=O)(=O)c2ccc(Cl)cc2)c(N2CCC(C(N)=O)CC2)s1	2.1	-19	1.7	-5	-19	-7	-11	2.6	11
Clc1ccc(SCc2nc3ccccc3[nH]2)cc1	0.2	2	7.7	-1	-4	-25	-15	1.3	-12
O=C(Cn1nc(-c2ccccc2)ccc1=O)NCCCN1CCOCC1	1.5	-15	0.9	-1	-16	-16	-9	0.5	19
COc1ccc(C(=O)NNC(=O)C2CC=CCC2)cc1 (stereo not drawn)	0.5	-4	0.7	3	-7	-7	-14	0.3	11
O=C(O)c1cn[nH]c1-n1cnnn1	-0.7	-2	0.8	-11	-12	-18	-1	0.8	27
CCOC(=O)C1CCCN(C(=O)c2cn(C)c(=O)c3cc(OC)c(OC)cc23)C1 (stereo not drawn)	0.1	-3	0.4	-4	-3	-12	16	0.9	12
COc1ccc(CCNC(=O)C2(C)CCC(=O)N2Cc2ccc(F)cc2Cl)cc1OC (stereo not drawn)	-2.7	-4	0.4	-14	-10	-19	-5	0.1	-5
NC(=O)NNC(=S)Nc1cccc2ccccc12	0.1	0	-0.2	2	3	9	-8	0.0	-9
COC(CNC(=O)C(=O)Nc1ccc2c(c1)N(S(=O)(=O)c1cccs1)CCC2)OC	0.3	7	2.4	-12	-16	-11	·	0.8	27
Cn1cc(CCC(=O)N2CCCC(Nc3ccc(F)cc3)C2)cn1 (stereo not drawn)	0.0	-17	0.8	-2	-5	-22	-2	0.6	6
Cc1cc(C(=O)NN=C(CCC(=O)O)c2cccs2)c(C)o1	0.6	-5	-0.6	-3	1	-7	·	1.1	-17
COc1cccc(NC(=S)N(CCCN2CCCC2)Cc2ccco2)c1	-0.9	-11	0.6	-14	-18	-6	-10	0.0	21
COC(=O)c1ccc(C2C(C#N)=C(N)Oc3cc(O)ccc32)cc1 (stereo not drawn)	4.7	-17	0.7	-4	0	1	-8	4.2	-7
Cc1cc(=O)[nH]c(N/N=C/c2cccs2)n1	-0.1	4	0.5	3	-12	0	-2	0.3	22
COc1ccc(NC(=O)CSC(C)c2nc3ccccc3c(=O)[nH]2)cc1 (stereo not drawn)	-0.3	-14	3.6	-12	6	1	-1	-0.6	6
CN(C1CCCCC1)S(=O)(=O)c1ccc(C(=O)Nc2sc3c(c2C(N)=O)CC(C)(C)NC3(C)C)cc1	11	39	8.9	-7	-7	4	10	3.4	16
COc1ccc(CCN(C)C(=O)c2ccc(S(=O)(=O)Nc3ccccc3C)cc2)cc1OC	2.5	-4	·	-7	·	-15	-10	6.2	·
CSC1=NCCN1C(=O)c1cccc(Br)c1	-1.5	-13	-0.2	0	-7	-4	1	1.0	5
CN1CCC(OC(c2ccccc2)c2ccc(Cl)cc2)C1 (stereo not drawn)	·	-23	6.2	·	-12	·	·	·	15
COc1ccc(N(C(=O)c2ccco2)S(=O)(=O)c2cccc([N+](=O)[O-])c2)cc1	-0.1	6	0.3	-5	-4	-9	7	0.5	13
C=CCNC(=O)/C(C#N)=C/c1ccc(OS(=O)(=O)c2ccc(C)cc2)c(OC)c1	-0.7	37	1.1	-7	0	-5	1	-0.7	14
O=C(O)c1cnccn1	0.1	-5	0.3	-10	-8	-6	-6	1.2	1
Cc1ccc(CNc2nc(C)c(C(=O)N(C)C)s2)cc1	5.7	-6	0.2	-4	-10	-7	-16	2.3	-10

Some of the entries so far, with values under each structure.
Value order: OXTR ag	TAAR1 antagonist	M1 ag parental	OXTR potentiator	CHO-K1 Ca antag	CHO parental Ca	GPR7 antagonist	V1aR counter	M1 PAM parental
- CCOc1ccc(C2C3=C(CCCC3=O)Nc3ccc4ncccc4c32)cc1 (stereo not drawn)
→ -0.7	-27	0.7	0	-15	-23	10	-0.3	22
- CCc1ccc(NC(=O)CSc2nnc(Cc3cccn3C)n2-c2ccc(F)cc2)cc1
→ -1.4	-31	-0.8	0	3	-22	-1	-1.0	12
- COc1ccccc1CCC(=O)N1CCN(C(=O)c2ccccc2)CC1
→ -1.1	-4	-0.3	2	-5	-6	0	-1.0	0
- Cc1nnc(Nc2ccccc2)n(N)c1=O
→ -0.1	-4	0.2	-3	0	-4	-13	0.4	-3
- N#C/C(C(=O)NCc1ccco1)=C1/SC(Cc2ccc(Cl)cc2)C(=O)N1c1ccccc1 (stereo not drawn)
→ 3.3	11	0.7	-11	5	-16	-4	2.3	2
- CCn1ncc(C2=NOC(C(=O)Nc3ccc(C)cc3)C2)c1C (stereo not drawn)
→ 3.5	-9	4.4	-25	-7	14	2	6.1	20
- O=C(Nc1ccc(S(=O)(=O)N2CCOCC2)cc1)c1ccc(Cl)s1
→ 3.9	15	4.5	-6	-10	-2	0	4.7	7
- CCn1c(COc2ccccc2C)nnc1SCC(=O)N1CCCCC1
→ 2.7	0	0.9	-6	-4	-18	-11	1.3	8
- c1ccc2c(c1)nnn2Cn1nnc2ccccc21
→ ·	-16	0.8	·	-6	·	·	·	5

(more compounds)
SMILES	OXTR ag	TAAR1 antagonist	M1 ag parental	OXTR potentiator	CHO-K1 Ca antag	CHO parental Ca	GPR7 antagonist	V1aR counter	M1 PAM parental
CCC(CC)c1nnc(NC(=O)CCc2ccc(OC)cc2)s1	-0.7	1	0.6	-1	1	-23	-22	1.0	7
N#C/C=C/N1CCN(C(=O)c2ccco2)CC1	1.7	-34	0.1	2	6	-6	·	1.2	-12
Cn1c(Cc2ccccc2)nnc1SCc1ccc(C(=O)O)cc1	-0.3	-12	0.3	-5	0	-2	0	-0.1	24
COc1cc(C(O)P(=O)(OC(C)C)c2ccc(N(C)C)cc2)cc(OC)c1OC (stereo not drawn)	0.1	-18	0.3	0	-19	-5	-11	0.3	18
CCOC(=O)C1CCCN(C(=O)c2ccc([N+](=O)[O-])c(C)c2)C1 (stereo not drawn)	0.3	4	0.3	-3	3	5	4	1.9	-9
CS(=O)(=O)N(CC(=O)N1CCCC1)c1ccc(OCc2ccccc2)cc1	6.6	-5	4.2	-9	-17	3	-13	7.2	14

Rows are unselected; about 3.5% have a hit in one of these screens.
